Screening results: PubChem, several laboratories
VCAM1 TNFa inh – reduces TNF alpha induced VCAM1 expression in HUVEC; hit rate 0.48% among 95,000; AID 802; inhibition, % at 2 µM; HUVEC TNFa-induced VCAM-1 immunofluorescence, high-content imaging;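 active means inhibition above the batch mean plus 3 SD, with images confirmed as a hit by eye, cut at about 37% in these data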;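 further: 0% = TNF-stimulated DMSO wells and 100% = unstimulated control wells; not every result past the cut was called active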
CYP2C19 inh – inhibitors of human CYP2C19. P33261. inhibition, % at 5 µM. CYP2C19 Supersomes, luciferin-H EGE luminescence, 30 min. hit rate 21% among 96,000;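 active means CYP2C19 inhibition above a set limit at 5 µM in the primary screen, cut at about 50% in these data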;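 further: plate controls were negative control wells for no effect and 2.5 mM tranylcypromine positive control for full effect; values of inactives mirror those of a sister screen read the other way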
Target sequence (P33261 whole entry, looked up): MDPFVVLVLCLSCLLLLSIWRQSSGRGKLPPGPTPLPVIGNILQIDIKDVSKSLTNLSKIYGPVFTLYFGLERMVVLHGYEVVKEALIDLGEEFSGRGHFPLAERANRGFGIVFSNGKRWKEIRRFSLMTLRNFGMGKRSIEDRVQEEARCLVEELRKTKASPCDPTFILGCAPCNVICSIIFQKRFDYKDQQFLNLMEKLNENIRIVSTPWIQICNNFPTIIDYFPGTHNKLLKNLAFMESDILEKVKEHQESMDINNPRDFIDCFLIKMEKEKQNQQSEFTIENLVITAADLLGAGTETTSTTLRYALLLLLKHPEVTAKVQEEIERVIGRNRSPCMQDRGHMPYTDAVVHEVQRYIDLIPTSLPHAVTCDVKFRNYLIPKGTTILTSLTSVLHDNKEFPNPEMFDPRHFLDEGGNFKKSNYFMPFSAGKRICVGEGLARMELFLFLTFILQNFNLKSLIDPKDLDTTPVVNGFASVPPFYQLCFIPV
CYP2C9 activ – increases human cytochrome P450 2C9 activity; P11712; recombinant CYP2C9, luciferin-H conversion, luminescence; active compounds read high; factor 1 = untreated enzyme, 0 = blocked; activation factor at 5 µM; hit rate 1.4% among 96,000;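 active means activation factor of 2 or more for CYP2C9 at a 5 µM dose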;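 further: 0 = sulfaphenazole-blocked wells and 1 = vehicle-only wells; values of inactives mirror those of a sister screen read the other way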
CYP2C9 inh – human CYP2C9 inhibition | P11712 | CYP2C9 Supersomes, luciferin-H conversion, luminescence | inhibition, % at 5 µM | hit rate 20% among 96,000 | AID 777;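 active means blocking of liver enzyme CYP2C9 beyond about 50% at 5 µM, limit read from the data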; further: values of inactives mirror those of a sister screen read the other way
IL1B cytotox – toxic to HUVEC cells under IL-1B stimulation | HUVEC cell count loss, Hoechst imaging, IL-1B stimulated | cell count reduction, % at 2 µM | hit rate 0.41% among 94,000 | AID 845;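 active means cell count reduction more than 3 SD above the screen-wide mean, cut at about 70% in these data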;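 further: normalized per plate to untreated control cells as the no-loss baseline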
HUVEC tox TNFa – HUVEC cytotoxicity counter-screen, TNF alpha stimulated; HUVEC TNFalpha-stimulated, Hoechst cell count, imaging; cell count reduction, % at 2 µM; hit rate 0.17% among 93,000;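 active means cell count reduction exceeding the screen mean by over 5 SD, scaled to untreated wells per plate, cut at about 78% in these data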;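 further: cells counted after 24 h of TNF alpha exposure following the 1 h pretreatment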
Calb biofilm kill – kills Candida albicans biofilms; C. albicans biofilm + clotrimazole, Alamar Blue; inhibition, % at 6 µM; hit rate 0.14% among 85,000;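 active means inhibition above 20%; inactive means inhibition below 20%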;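 further: preformed 24 hr biofilms exposed to compound for 48 hr; 0% = biofilm without compound and 100% = blank killed by clotrimazole plus chlorhexidine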
DAT uptake mod – changed human dopamine transporter uptake under cocaine IC80 | Q01959 | LLC-PK1 hDAT cells, [14C]-dopamine uptake with cocaine IC80; actives deviate in either direction | B-score at 10 µM | hit rate 1.3% among 110,000 | AID 449768;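 active means Z score or B-score, a plate-position-corrected score, falls beyond the plate's 99.7% confidence bounds, in either direction; inactive means both scores lie inside the 99.7% bounds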;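 further: scored against the spread of the other compound wells on the same plate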
CYP2C19 activ – cytochrome P450 2C19 (human) activation | 96,000 tested, under 10 active | recombinant CYP2C19, luciferin-H EGE luminescence; active compounds read high; 0 = fully inhibited enzyme, 1 = untreated enzyme | activation factor at 5 µM | P33261;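 active means activation factor of at least 2 at 5 µM in the primary screen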;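 further: 0 = wells with 2.5 mM tranylcypromine and 1 = vehicle-only wells; values of inactives mirror those of a sister screen read the other way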
An asterisk follows results filed as active; . = not tested or not shown.

SMILES,HUVEC tox TNFa,DAT uptake mod,Calb biofilm kill,CYP2C9 activ,CYP2C19 activ,IL1B cytotox,CYP2C9 inh,CYP2C19 inh,VCAM1 TNFa inh
COc1ccc(OC)c(NC(=O)CSc2nnc(CNc3ccc(C)cc3C)o2)c1,-9,0.69,1,1.2,0.2,12,-24,81*,9
Nc1cc(-c2nn[nH]n2)ccc1F,-10,-0.59,13,0.9,1,-27,9,3,10
O=C(CCCOc1ccc(Cl)cc1Cl)NCC1CCCO1 (stereo unspecified),-18,0.93,9,.,.,12,.,.,9
CCc1nc(SCC(=O)Nc2ccnc3ccccc23)n[nH]1,-20,0.73,3,0.8,1,-30,19,2,10
C=CCOc1ccc(C2C(C(=O)c3cccs3)=C(O)C(=O)N2c2nnc(C)s2)cc1 (stereo unspecified),-14,-0.12,5,.,.,-5,.,.,-3
CCOC(=O)c1cnn(-c2cc(C)nc3c(-c4ccccc4)cnn23)c1N,5,-1.1,5,1,0.9,11,0,10,2
CCCN(CCC)C(=O)COc1cc(=O)n(CC)c2ccccc12,-22,0.12,.,0.8,0.7,-38,18,26,11
COCCCN1C(=O)C(=O)/C(=C(/O)c2ccc3c(c2)CC(C)O3)C1c1cccnc1 (stereo unspecified),4,0.78,9,1,1,-88,-1,4,18
CCOC(=O)c1[nH]c2ccc(C)cc2c1NC(=O)CN1CCCCC1,-33,-1.2,7,0.7,0.4,-2,30,60*,10
Cc1ccc(S(=O)(=O)N2CCN(S(=O)(=O)c3ccccc3)C2)cc1,-3,.,5,0.4,0.4,-2,57*,56*,0
COc1ccccc1NS(=O)(=O)c1ccc(O)cc1,-17,0.0054,.,2.3*,0.1,17,-126,86*,6
O=C(OCc1nnc(-c2ccccc2)o1)C1=COCCO1,-11,-1.3,-5,1,0.5,-12,-1,51*,9
CCn1c(SCC(=O)NCCOC)nc2sc3c(c2c1=O)CCCC3,-58,1,8,0.2,0.5,-7,80*,49,-8
CCOc1ccc(N2C(=O)Nc3ccccc3C2(O)C(=O)NCc2ccc3c(c2)OCO3)cc1 (stereo unspecified),4,-0.31,.,2.4*,0.8,-8,-141,19,19
Cc1cccc(C(=O)N/N=C/c2ccncc2)c1,-22,1.2,.,0.6,0.4,.,39,64*,14
CC(C)P(=O)(Cc1cccc(C#N)c1)C(C)C,-25,0.025,5,1,0.9,4,3,11,-1
CCOc1ccccc1N(CC(=O)N1CCOCC1)S(=O)(=O)c1ccccc1,12,0.38,-2,0.2,0.7,-12,76*,29,25
CCOC(=O)c1nc2sc3c(c2c(=O)[nH]1)CCCC3,-33,0.61,1,1,1,0,0,-4,7
CCN1C(=O)CSc2ccc(C(=O)NCc3ccccc3OC)cc21,-32,1.2,10,1.5,0.7,-7,-51,35,-9
COc1ccc(-c2nc3ccccc3c(=O)n2CCCN2CCOCC2)cc1,-3,0.97,6,0.9,0.1,-20,7,90*,-2
COc1cccc(-c2nc(CS(=O)(=O)CC(=O)Nc3cc(C)ccc3C)c(C)o2)c1,5,-1.2,8,0.8,1,-2,16,-2,15
OC(COc1ccc2cc(Br)ccc2c1)CN1CCN(c2ccccn2)CC1 (stereo unspecified),-17,-1.1,-3,0.7,0.9,-6,28,10,18
O=C(NNC1=NCCC1)c1ccc(Br)cc1,-23,-0.39,.,1.1,1.1,-1,-8,-6,-10
Cc1ccc(C)c(NC(=O)C2CC(O)CN2C(=O)OC(C)(C)C)c1 (stereo unspecified),-23,-0.21,.,0.9,1,-13,6,0,0
CC(=O)N1CCN(C(C)=O)C1c1ccccc1,-8,-0.9,7,1.1,1,64,-8,2,5
COc1cccc(S(=O)(=O)NCc2ccc3c(c2)OCO3)c1,6,-0.54,2,0.1,0,8,91*,100*,5
CCn1cc([N+](=O)[O-])c(C(=O)Nc2ccc3c(c2)OCCO3)n1,3,-0.48,.,1,0.5,-10,4,49,-1
CCc1nnc(NC(=O)CSc2nnc(-c3ccoc3C)n2-c2cccc(C)c2)s1,-4,1.2,2,0.5,0.6,4,54*,37,-2
CCCc1nc2ccccc2c(C(=O)OCc2nnc(-c3cc(OC)c(OC)c(OC)c3)o2)c1CC,-4,0.13,5,0.3,0.3,8,68*,69*,-17
CCOC(=O)CS(=O)(=O)c1ccccc1,2,-0.78,13,1.1,1.1,.,-14,-8,4
COc1ccc(NC(=O)CSc2ccc3c4c(cccc24)C(=O)c2ccccc2-3)cc1,-2,-0.61,.,0.2,0.7,-27,84*,28,27
CS(=O)(=O)N1CCC(C(=O)Nc2ccccc2Sc2ccccc2)CC1,-4,-0.14,-2,0.8,0.7,-130,18,26,-11
O=C(CSc1nc2ccccc2[nH]1)Nc1ccccc1N1CCOCC1,-16,-0.84,6,0.2,0,-55,79*,98*,-48
C#CCSc1nnc(CSc2nc3ccccc3s2)n1-c1ccccc1,-27,-0.012,4,0,0.1,0,99*,85*,16
CCOC(=O)N1CCC(Nc2nc3ccccc3n3nnnc23)CC1,.,.,-2,0.5,0.7,.,51*,29,.
COCCn1c(-c2ccco2)csc1=Nc1cccnc1,-13,1,.,0.6,0.7,6,40,27,15
Cc1cc(=O)n2nc(-c3ccc(C(F)(F)F)cc3)sc2n1,-32,-0.47,4,1.1,1.3,-2,-15,-27,8
CC(C)CC(NC(=O)OC(C)(C)C)C(=O)NCc1ccccc1 (stereo unspecified),9,-1.1,4,0.8,0.5,17,21,47,53
O=C(NCCN1CCOCC1)c1cccs1,-33,0.071,9,1,0.9,2,-3,10,15
COC(=O)c1cc(OC)c(OC)cc1NC(=O)c1cnccn1,2,-0.5,0,1,1,-15,-1,-1,2
C=CCc1cccc(C2Nc3ccccc3C(=O)N2O)c1O (stereo unspecified),-20,1.3,-3,0.8,0.7,-20,21,30,-1
Cc1ccc(/C=C2\OC(=O)c3ccccc32)cc1,1,0.64,.,0.8,1,-54,17,5,15
O=C(Nc1cccc2ccccc12)c1ccc(Br)o1,2,0.99,5,0.9,0.8,-13,5,24,4
COc1ccccc1N1CCN(C(=O)c2cc3cc(Br)ccc3oc2=O)CC1,-9,-0.021,5,0.9,0.4,-12,14,59*,10
CCOC(=O)N1CCC(NC(=O)c2ccc(CNS(=O)(=O)c3ccc(F)cc3)cc2)CC1,-51,-0.044,3,0.7,1,6,33,4,-9
Cc1cc(C)nc(NS(=O)(=O)c2ccc(N3C(=O)C4CC=C(Cl)CC4C3=O)cc2)n1 (stereo unspecified),-20,0.19,6,1,1,-72,2,3,4
CCOC(=O)c1ccccc1NC(=O)CC1SC(=NC)N(C)C1=O (stereo unspecified),.,-0.21,5,1.1,0.8,.,-13,17,.
O=C(OCc1cc2ccccc2[nH]c1=O)C1CCCCC1,-10,-0.47,-1,0,0.1,-10,96*,89*,8
Cc1ccc(C(=O)NC(=S)Nc2cc(-c3nc4ccccc4s3)ccc2C)cc1,-18,.,.,0.7,0.7,-11,31,25,5
COc1ccccc1NC(=O)COC(=O)CNC(=O)c1ccc(OC)c(OC)c1,-17,0.0096,-2,1,0.9,-21,3,6,-1
COc1ccc(C2(O)CCN(C(=O)Cc3cccnc3)CC2)cc1,.,-0.76,3,0.8,0.4,.,16,58*,.
CC(=O)OCC(=O)Nc1ccc(Cl)cc1Cl,.,-1.3,.,1,0.9,.,0,9,.
CNC(=O)CN1C(=O)c2cccc3cccc1c23,-8,-1.6,4,1.2,1,-5,-20,-4,7
O=C(CSc1nnc(-c2cccc(S(=O)(=O)N3CCOCC3)c2)n1C1CCCCCC1)NCc1ccccc1,-40,0.00038,8,0.7,0.7,1,35,27,12
CC1CCCCN1Cc1ccc(-c2nn[nH]n2)cc1 (stereo unspecified),4,-0.82,9,1.1,1,-5,-8,0,11
Cc1cc(NS(=O)(=O)c2ccc(Nc3nc(-c4sc(C)nc4C)cs3)cc2)no1,-16,-2,.,1,0.9,-8,1,11,19
COc1ccc(CC(=O)Nc2oc(-c3ccccc3)c(-c3ccccc3)c2C#N)cc1OC,-45,0.37,.,.,.,-13,.,.,2
Cc1ccc(NC(=O)N2CCC(C(=O)NCC(C)C)CC2)cc1,-22,-1.1,5,1.2,1.2,-25,-16,-22,25
CCOC(=O)c1cccc(NC(=O)Nc2cc(OC)ccc2OC)c1,14,-0.21,-1,1.2,1.1,-8,-24,-12,31
COc1ccc(C(=O)Nc2ccccc2C(=O)N/N=C/c2ccc(O)c(OC)c2)cc1,-21,-0.07,.,0.3,0.1,-15,73*,87*,8

More compounds:
SMILES,HUVEC tox TNFa,DAT uptake mod,Calb biofilm kill,CYP2C9 activ,CYP2C19 activ,IL1B cytotox,CYP2C9 inh,CYP2C19 inh,VCAM1 TNFa inh
CCSC1=N/C(=C\c2ccc(-c3ccccc3[N+](=O)[O-])o2)C(=O)S1,-10,-0.82,.,0.5,0.7,-2,49,27,1
Cc1n[nH]c(=S)c2nn(-c3ccccc3F)c(C)c12,6,.,.,1.9,0.9,-15,-91,9,-55
C[C@@H](NC(=O)c1coc(=O)c(Br)c1)c1ccccc1,0,-1.4,4,.,.,18,.,.,-12
O=C(c1c(F)cccc1F)N1CCC(O)(c2cccnc2)CC1,0,0.8,2,0.8,0.7,9,21,32,-5
CCOC(=O)c1ccc(COC(=O)CCc2nc3ccccc3[nH]c2=O)o1,-16,0.72,5,0.8,0.8,-26,16,22,-15
N#CC1=C(N)Oc2n[nH]c(-c3ccccc3)c2C1c1cccnc1 (stereo unspecified),-27,-0.015,0,0.8,0.6,-18,23,38,-94
